High-throughput results deposited in PubChem BioAssay by several laboratories.
Tat transport: E. coli Tat export inhibitors, primary screen, MC4100, TorA-mCherry reporter, fluorescence, single point. inhibition, % at 10 µM. AID 488895, 2010. 340,000 tested, 0.036% active;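 active means mean replicate inhibition at least 50% and at least half of replicates individually reaching 50%; inconclusive means only one of the two criteria met; inactive means neither criterion met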;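 further: exported cargo escapes ClpAP degradation while cytoplasmic cargo is degraded and loses fluorescence; 0% = median of neutral control wells and 100% = median of NaSCN control wells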
CAL PDZ FP-1: untagged CAL PDZ binding inhibitors, primary screen, biochemical, fluorescence polarization, HTS | inhibition, % at 24.9 µM | purified CAL PDZ, TMR-peptide fluorescence polarization, 1 h | AID 602252, 2012 | Golgi-associated PDZ and coiled-coil motif-containing protein (Homo sapiens), Q9HD26 | 300,000 tested, 0.92% active;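 active means mean inhibition of at least 30% with at least half of replicates also reaching 30%; inconclusive means no clear call, values can overlap the other calls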;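 further: 0% = DMSO neutral control and 100% = excess unlabeled competitor peptide PRC23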
phage Ecoli inh: growth loss of phage-infected E. coli, primary screen, RecBCD inhibitor project, absorbance, with phage, HTS; 360,000 tested, 0.26% active; inhibition, % at 11.9 µM; AID 651602, 2012; in the data active means inhibition above about 11%
AddAB inh: growth inhibition of E. coli expressing H. pylori AddAB, primary screen, AddAB inhibitor project, absorbance. inhibition, % at 11.9 µM. 330,000 tested, 0.29% active; in the data active means inhibition above about 12%;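 further: 0% = vehicle wells of infected cells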
CAL PDZ FP-2: CAL PDZ peptide-binding inhibitors, primary screen, biochemical, fluorescence polarization, Cer-tagged CAL PDZ, HTS; Golgi-associated PDZ and coiled-coil motif-containing protein (Homo sapiens), Q9HD26; purified CAL PDZ, TMR-peptide fluorescence polarization, 1 h; inhibition, % at 20 µM; 330,000 tested, 0.02% active; AID 504414, 2011;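 active means highest replicate inhibition of at least 40%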;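 further: plate controls were DMSO neutral control wells for no effect and unlabeled competitor peptide control wells for full effect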
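material = purified tagged CAL PDZ domain construct (CerCALP) | compound dosing = 20 µM, one dose | times = 1 h at RT | measured by = fluorescence polarization from S- and P-plane intensities, G-factor corrected | read-out = inhibition from polarization loss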
MITF TRPM1 HTS: activators of MITF-driven TRPM1 promoter reporter, primary screen, cell-based, SK-MEL-5, luciferase, single point. AID 588334, 2011. SK-MEL-5 TRPM1-promoter luciferase, 24 h; % of positive control, neutral wells = 0. activation, % at 12.5 µM. 300,000 tested, 0.75% active;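 active means mean activation of at least 80% with every replicate also reaching 80%; inconclusive means mean reaches 80% but some replicate falls short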;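 further: 0% = neutral control wells and 100% = parthenolide positive control wells; values of inactives mirror those of a sister screen read the other way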
Wnt act: Wnt/beta-catenin pathway activators, primary screen, cell-based, plate reader, single point. Wnt/beta-catenin reporter cell assay, activator. activation, % at 9.35 µM. 300,000 tested, 1.2% active; in the data active means activation above about 30%, passing the limit was not always enough; inconclusive means no clear call, values can overlap the other calls;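 further: 0% = neutral control wells and 100% = positive control wells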
Ecoli viability: E. coli V3065 growth inhibition, primary screen, counter-screen for AddAB inhibitor project, absorbance, OD600; 18 h; AID 449728, 2010; inhibition, % at 11.9 µM; 330,000 tested, 0.27% active;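 active means inhibition above the campaign's mean inhibition across all tested compounds plus 3 SD, cut at about 9.9% in these data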;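 further: uninfected addAB+ strain grown without phage in ampicillin broth; 0% = DMSO wells and 100% = ciprofloxacin 0.95 µg/ml wells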
SR-BI DiI-HDL act: activators of SR-BI mediated DiI-HDL uptake, primary screen, ldlA[mSR-BI] CHO cells, DiI fluorescence; 3 h; 100 = double the neutral-control signal; activation, % at 12.5 µM; 320,000 tested, 0.096% active;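 active means mean replicate activation of at least 60% and every replicate at or above 60%; inconclusive means mean or all-replicate condition met, but not both; inactive means mean below 60% and not all replicates reaching 60%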;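 further: 0% = median plate neutral-control signal and 100% = twice that signal; values of inactives mirror those of a sister screen read the other way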
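system = CHO ldlA[mSR-BI] cells, LDL receptor-null, SR-BI overexpressing | medium = Ham's F12 with 0.5% BSA, HEPES 25 mM, pH 7.4 | probe or stimulus = DiI-HDL 10 µg/mL | compound dosing = single-point compound dose | incubation = compound exposure 3 h, 37 °C | technique = DiI fluorescence, bottom read | read-out = cell-associated DiI fluorescence as measure of HDL uptake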
SR-BI DiI inh: inhibitors of SR-BI mediated HDL lipid uptake, primary screen, ldlA[mSR-BI] cells, fluorescence, single point. 320,000 tested, 0.96% active. ldlA[mSR-BI] CHO cells, DiI-HDL uptake fluorescence, 3 h. Scavenger receptor class B member 1 (Mus musculus), Q61009. inhibition, % at 12.5 µM;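 active means mean replicate inhibition of at least 70% and a set share of replicates each scoring 70 or more; inconclusive means meets just one of the two criteria; inactive means fails both criteria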;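 further: 0% = median of neutral control wells and 100% = median of positive control wells; values of inactives mirror those of a sister screen read the other way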
Target sequence (Q61009 whole entry, looked up): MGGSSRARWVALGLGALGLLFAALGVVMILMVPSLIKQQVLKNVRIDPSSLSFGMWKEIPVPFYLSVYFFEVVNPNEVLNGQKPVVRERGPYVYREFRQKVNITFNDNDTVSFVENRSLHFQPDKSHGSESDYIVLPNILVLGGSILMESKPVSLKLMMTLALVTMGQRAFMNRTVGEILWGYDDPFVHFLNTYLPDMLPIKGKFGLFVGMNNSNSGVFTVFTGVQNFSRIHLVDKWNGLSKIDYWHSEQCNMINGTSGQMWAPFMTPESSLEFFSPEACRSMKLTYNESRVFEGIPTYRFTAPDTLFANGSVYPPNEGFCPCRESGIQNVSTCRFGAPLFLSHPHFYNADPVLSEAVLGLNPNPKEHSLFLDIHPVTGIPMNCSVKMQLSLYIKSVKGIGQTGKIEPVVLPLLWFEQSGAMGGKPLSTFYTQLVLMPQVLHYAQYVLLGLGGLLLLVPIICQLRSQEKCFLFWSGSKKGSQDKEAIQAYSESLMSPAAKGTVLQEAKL
Active calls of the source: *.

For Cc1nc2nc[nH]n2c(=O)c1CC(=O)O the results were Tat transport 12, CAL PDZ FP-1 -3, phage Ecoli inh -1.2, AddAB inh 0.1, CAL PDZ FP-2 -1.0, MITF TRPM1 HTS 7, Ecoli viability -0.6, SR-BI DiI-HDL act -2 and SR-BI DiI inh 2.
CC(c1n[nH]c(=S)n1-c1ccc(F)cc1)N1CCCCC1 (stereo not drawn) was read as Tat transport -5, CAL PDZ FP-1 -4, phage Ecoli inh 3.7, AddAB inh -0.1, CAL PDZ FP-2 13, MITF TRPM1 HTS -9, Wnt act -1, Ecoli viability 1.0, SR-BI DiI-HDL act 14 and SR-BI DiI inh -14.
`CCOC(=O)C1CCCN(C(=S)Nc2ccc(Nc3ccccc3)cc2)C1` (stereo not drawn) gave Tat transport -2, CAL PDZ FP-1 1, phage Ecoli inh 5.2, AddAB inh 1.6, CAL PDZ FP-2 -0.9, MITF TRPM1 HTS 9, Wnt act 6, Ecoli viability 2.6, SR-BI DiI-HDL act -50 and SR-BI DiI inh 50.
`Cc1cc(=O)c2ccc(C(F)(F)F)cc2[nH]1` gave Tat transport -4, CAL PDZ FP-1 -1, phage Ecoli inh 0.5, AddAB inh 4.5, CAL PDZ FP-2 -0.4, Wnt act -1, Ecoli viability -0.2, SR-BI DiI-HDL act -1 and SR-BI DiI inh 1.
Screening CCc1ccc(N2C(=O)CC(Cn3nc(C)cc3C)C2=O)cc1 (stereo not drawn) returned Tat transport 4, CAL PDZ FP-1 1, phage Ecoli inh -1.8, AddAB inh 3.4, CAL PDZ FP-2 -0.2, MITF TRPM1 HTS 7, Wnt act 4, Ecoli viability 0.4, SR-BI DiI-HDL act 11 and SR-BI DiI inh -11.
Screening FC(F)(F)c1cccc(NC(=S)N2CCN(c3ccccn3)CC2)c1 returned Tat transport 0, CAL PDZ FP-1 -4, phage Ecoli inh 6.2, AddAB inh 0.5, CAL PDZ FP-2 -2.3, MITF TRPM1 HTS 1, Wnt act 0, Ecoli viability -1.6, SR-BI DiI-HDL act 0 and SR-BI DiI inh 0.
`Cc1cc(NC(=O)CSc2nnc(-c3ccncc3)n2-c2ccccc2)no1` gave Tat transport 0, phage Ecoli inh 2.0, AddAB inh 5.2, CAL PDZ FP-2 0.3, MITF TRPM1 HTS -1, Wnt act -1, Ecoli viability -0.8, SR-BI DiI-HDL act -2 and SR-BI DiI inh 2.
`COc1cc(S(=O)(=O)Nc2cccc(C)c2)ccc1NC(=O)c1cccnc1` gave Tat transport 22, CAL PDZ FP-1 -1, phage Ecoli inh 4.6, AddAB inh 4.3, CAL PDZ FP-2 -0.6, MITF TRPM1 HTS -6, Wnt act -1, Ecoli viability 0.9, SR-BI DiI-HDL act 2 and SR-BI DiI inh -2.
CCOc1ccc(CCNC(=O)C2CC(=O)N(Cc3ccc(OC)cc3)C2)cc1OCC (stereo not drawn) was read as Tat transport 2, CAL PDZ FP-1 -1, phage Ecoli inh 1.7, AddAB inh 3.7, CAL PDZ FP-2 -2.8, MITF TRPM1 HTS 2, Wnt act 0, Ecoli viability -0.4, SR-BI DiI-HDL act -32 and SR-BI DiI inh 32.
For CCOC(=O)c1c(C)[nH]c(C)c1C(=O)COC(=O)c1ccc([N+](=O)[O-])s1 the results were Tat transport -23, CAL PDZ FP-1 -4, phage Ecoli inh 1.5, AddAB inh -0.9, CAL PDZ FP-2 0.6, MITF TRPM1 HTS -76, Wnt act 0, Ecoli viability -0.7, SR-BI DiI-HDL act 8 and SR-BI DiI inh -8.
O=C(NCCCN1CCOCC1)c1cccc(S(=O)(=O)N2CCN(c3ccccc3)CC2)c1 was read as Tat transport 8, CAL PDZ FP-1 -4, phage Ecoli inh 2.1, AddAB inh -2.6, CAL PDZ FP-2 -1.5, MITF TRPM1 HTS -7, Wnt act 1, Ecoli viability -1.9, SR-BI DiI-HDL act 32 and SR-BI DiI inh -32.
O=C(NNC(=O)C1CC1)c1cc(=O)[nH]c2ccccc12 was read as Tat transport 4, CAL PDZ FP-1 -2, phage Ecoli inh -0.2, AddAB inh -0.8, CAL PDZ FP-2 -0.6, MITF TRPM1 HTS -3, Wnt act -2, Ecoli viability 0.9, SR-BI DiI-HDL act 15 and SR-BI DiI inh -15.
O=C1CC(c2ccccc2)=C(c2ccccc2)C1 was read as Tat transport -5, CAL PDZ FP-1 -4, phage Ecoli inh 0.8, CAL PDZ FP-2 50*, MITF TRPM1 HTS 0, Wnt act -2, SR-BI DiI-HDL act 13 and SR-BI DiI inh -13.
For O=C(O)C1c2ccccc2C(=O)N(Cc2ccc(F)cc2)C1c1ccncc1 (stereo not drawn) the results were phage Ecoli inh 2.6, AddAB inh 1.0, Wnt act 3 and Ecoli viability 0.7.
O=C(N/N=C/C=C/c1ccccc1)c1cnccn1 was read as Tat transport 4, CAL PDZ FP-1 -4, phage Ecoli inh 1.9, AddAB inh -0.2, CAL PDZ FP-2 0.7, MITF TRPM1 HTS 12, Wnt act 11, Ecoli viability -3.5, SR-BI DiI-HDL act 240* and SR-BI DiI inh -240.

Structural class, the compounds so far with an aryl methoxy group (2)
`COc1cc(S(=O)(=O)Nc2cccc(C)c2)ccc1NC(=O)c1cccnc1` gave Tat transport 22, CAL PDZ FP-1 -1, phage Ecoli inh 4.6, AddAB inh 4.3, CAL PDZ FP-2 -0.6, MITF TRPM1 HTS -6, Wnt act -1, Ecoli viability 0.9, SR-BI DiI-HDL act 2 and SR-BI DiI inh -2.
CCOc1ccc(CCNC(=O)C2CC(=O)N(Cc3ccc(OC)cc3)C2)cc1OCC (stereo not drawn) was read as Tat transport 2, CAL PDZ FP-1 -1, phage Ecoli inh 1.7, AddAB inh 3.7, CAL PDZ FP-2 -2.8, MITF TRPM1 HTS 2, Wnt act 0, Ecoli viability -0.4, SR-BI DiI-HDL act -32 and SR-BI DiI inh 32.

More compounds.
Screening N#Cc1cccc2cccc(S(=O)(=O)N3CCOCC3)c12 returned Tat transport -6, CAL PDZ FP-1 -7, phage Ecoli inh 1.6, AddAB inh 3.2, CAL PDZ FP-2 0.0, MITF TRPM1 HTS 3, Wnt act -4, Ecoli viability 3.4, SR-BI DiI-HDL act 24 and SR-BI DiI inh -24.
COc1cc([N+](=O)[O-])cc(/C=N/NC(=O)c2ccc(C)nc2)c1O was read as Tat transport -7, CAL PDZ FP-1 3, phage Ecoli inh 4.3, AddAB inh 1.4, CAL PDZ FP-2 -1.0, MITF TRPM1 HTS 2, Wnt act -6, Ecoli viability 1.5, SR-BI DiI-HDL act -40 and SR-BI DiI inh 40.
Screening O=C(Nc1ccc2c(c1)OCO2)N1CCN(c2ccccc2Cl)CC1 returned Tat transport 2, CAL PDZ FP-1 -1, phage Ecoli inh 1.7, AddAB inh 3.6, CAL PDZ FP-2 -0.9, MITF TRPM1 HTS 70, Wnt act 15, Ecoli viability 4.5, SR-BI DiI-HDL act -42 and SR-BI DiI inh 42.
`O=C(NC(=S)NC1CCS(=O)(=O)C1)c1cccs1` (stereo not drawn) gave Tat transport -2, CAL PDZ FP-1 1, phage Ecoli inh 3.5, AddAB inh 6.0, CAL PDZ FP-2 -1.2, MITF TRPM1 HTS -7, Wnt act 0, Ecoli viability -0.3, SR-BI DiI-HDL act -3 and SR-BI DiI inh 3.
C/C(CC(=O)N(C(C)C)C(C)C)=N\NC(=O)COc1ccc(Cl)cc1Cl was read as Tat transport 0, CAL PDZ FP-1 -1, phage Ecoli inh 3.5, AddAB inh 0.7, CAL PDZ FP-2 -1.6, MITF TRPM1 HTS 7, Wnt act 0, Ecoli viability 2.2, SR-BI DiI-HDL act -47 and SR-BI DiI inh 47.
Screening O=C(OCn1nnc2ccccc2c1=O)c1cn(-c2ccccc2)nc1-c1cccnc1 returned Tat transport -1, CAL PDZ FP-1 -5, phage Ecoli inh 2.0, AddAB inh 4.6, CAL PDZ FP-2 -1.0, Wnt act -1, Ecoli viability 0.2, SR-BI DiI-HDL act 2 and SR-BI DiI inh -2.
`CCCCc1nc2cc(C(=O)N3CCCC(OCCC)C3)ccc2o1` (stereo not drawn) gave Tat transport 0, CAL PDZ FP-1 -6, phage Ecoli inh -0.2, AddAB inh 2.2, CAL PDZ FP-2 -0.5, MITF TRPM1 HTS inconclusive, Wnt act 19, Ecoli viability -0.8, SR-BI DiI-HDL act -1 and SR-BI DiI inh 1.
Screening Cc1c(NC(=O)c2cccc(NS(C)(=O)=O)c2)c(=O)n(-c2ccccc2)n1C returned Tat transport 1, CAL PDZ FP-1 2, phage Ecoli inh 0.3, AddAB inh 1.5, CAL PDZ FP-2 -0.1, MITF TRPM1 HTS 1, Wnt act -1, Ecoli viability 0.7, SR-BI DiI-HDL act 13 and SR-BI DiI inh -13.
COCCn1c(C)cc(/C=C2\NC(=S)N(C)C2=O)c1C was read as Tat transport 9, CAL PDZ FP-1 4, phage Ecoli inh 0.2, AddAB inh 1.6, CAL PDZ FP-2 -0.4, MITF TRPM1 HTS 19, Wnt act -1, Ecoli viability -1.1, SR-BI DiI-HDL act -22 and SR-BI DiI inh 22.
`O=C1c2ccc(-c3nc4ccccc4o3)cc2C(=O)N1Cc1cccnc1` gave phage Ecoli inh 1.6, AddAB inh -2.5, Wnt act -5 and Ecoli viability -1.9.
COC(=O)c1nn(-c2ccc3c(c2)CCN3C(C)=O)cc1O was read as Tat transport -4, phage Ecoli inh 2.9, AddAB inh 3.3, CAL PDZ FP-2 -1.5, MITF TRPM1 HTS -72, Ecoli viability 4.0, SR-BI DiI-HDL act 10 and SR-BI DiI inh -10.
CCC(CC)c1nnc(NC(=O)CSCC(=O)Nc2cc(C)on2)s1 was read as Tat transport 0, CAL PDZ FP-1 -1, phage Ecoli inh 2.4, AddAB inh -0.3, CAL PDZ FP-2 -1.9, MITF TRPM1 HTS -3, Wnt act 0, Ecoli viability 0.4, SR-BI DiI-HDL act -6 and SR-BI DiI inh 6.
